# Compound activity deposited in PubChem BioAssay by several laboratories.
# MITF TRPM1 HTS = activators of MITF-driven TRPM1 promoter reporter, primary screen, cell-based, SK-MEL-5, luciferase, single point; SK-MEL-5 TRPM1-promoter luciferase, 24 h; % of positive control, neutral wells = 0; activation, % at 12.5 µM; actives 0.75% (n = 300,000); AID 588334, 2011;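 active means mean activation of at least 80% with every replicate also reaching 80%; inconclusive means mean reaches 80% but some replicate falls short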;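 further: 0% = neutral control wells and 100% = parthenolide positive control wells; values of inactives mirror those of a sister screen read the other way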
# cardiac RTF act = cardiac RTF calcium sensitivity activators, primary screen, biochemical, IANBD-TnC fluorescence, EC20 calcium. Troponin I, cardiac muscle (Homo sapiens) + Troponin T, cardiac muscle (Homo sapiens) + …. AID 493008, 2010. activation, % at 7.2 µM. IANBD-labeled TnC RTF fluorescence at EC20 calcium; 0% EC20 calcium, 100% full calcium. actives 0.24% (n = 340,000);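 active means activation above the mean over all tested compounds plus 3 SD, cut at about 30% in these data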;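 further: rise in fluorescence read as greater calcium sensitivity of cardiac thin filaments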
# Wnt act = Wnt/beta-catenin pathway activators, primary screen, cell-based, plate reader, single point; activation, % at 9.35 µM; actives 1.2% (n = 300,000); Wnt/beta-catenin reporter cell assay, activator; in the data active means activation above about 30%, passing the limit was not always enough; inconclusive means no clear call, values can overlap the other calls;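 further: 0% = neutral control wells and 100% = positive control wells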
# CAL PDZ FP-1 = untagged CAL PDZ binding inhibitors, primary screen, biochemical, fluorescence polarization, HTS | purified CAL PDZ, TMR-peptide fluorescence polarization, 1 h | actives 0.92% (n = 300,000) | inhibition, % at 24.9 µM | Golgi-associated PDZ and coiled-coil motif-containing protein (Homo sapiens), Q9HD26 | AID 602252, 2012;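 active means mean inhibition of at least 30% with at least half of replicates also reaching 30%; inconclusive means no clear call, values can overlap the other calls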;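 further: 0% = DMSO neutral control and 100% = excess unlabeled competitor peptide PRC23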
# CDK5 inh = inhibitors of human CDK5/p35 kinase, primary screen, biochemical, single concentration; actives 0.01% (n = 330,000); Recombinant CDK5/p35, ADP-Glo luminescence, 60 min; AID 488839, 2010; inhibition, % at 10 µM;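 active means highest replicate inhibition of at least 50% and at least 75% of replicates reaching 50%; inconclusive means only one of the two criteria met; inactive means both criteria failed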;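 further: plate controls were DMSO neutral control for no effect and GW8510 at 10 µM for full effect; many of its hits are not listed in these tables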
# dFosB activator = activators of delta FosB homodimer, primary screen, biochemical, fluorescence polarization, TAMRA-CDK5 oligo, single point | purified delta FosB; percent of positive-control signal above neutral wells | activation, % at 25 µM | actives 0.99% (n = 340,000);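 active means mean activation above about 17%, with every replicate also reaching it, limit read from the data, passing the limit was not always enough; inconclusive means only one of the two conditions met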;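 further: fluorescence polarization rise as delta FosB binds a TAMRA Cdk5 AP-1 oligo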
# Target sequence (P13346 whole entry, looked up): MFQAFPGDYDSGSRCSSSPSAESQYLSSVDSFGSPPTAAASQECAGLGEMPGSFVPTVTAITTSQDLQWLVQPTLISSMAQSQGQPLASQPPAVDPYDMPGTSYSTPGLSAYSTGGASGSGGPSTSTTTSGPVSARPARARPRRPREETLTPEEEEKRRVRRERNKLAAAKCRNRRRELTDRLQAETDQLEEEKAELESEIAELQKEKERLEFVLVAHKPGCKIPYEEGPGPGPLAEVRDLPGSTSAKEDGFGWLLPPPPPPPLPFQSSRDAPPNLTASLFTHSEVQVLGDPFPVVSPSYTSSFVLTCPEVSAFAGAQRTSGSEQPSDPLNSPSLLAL
# Rtt109 HAT inh = inhibitors of C. albicans Rtt109/Vps75 HAT, primary screen, biochemical, ThioGlo CoA-SH fluorescence, plate reader | AID 540336, 2011 | actives 0.16% (n = 330,000) | inhibition, % at 34.9 µM | Histone acetyltransferase RTT109 (Candida albicans (strain SC5314 / ATCC MYA-2876)), … | purified Rtt109/Vps75, 4 h;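 active means inhibition of at least 50% in every replicate; inconclusive means best replicate reaches 50% inhibition but some replicates fall short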
# Target sequence (Q5AAJ8 whole entry, looked up): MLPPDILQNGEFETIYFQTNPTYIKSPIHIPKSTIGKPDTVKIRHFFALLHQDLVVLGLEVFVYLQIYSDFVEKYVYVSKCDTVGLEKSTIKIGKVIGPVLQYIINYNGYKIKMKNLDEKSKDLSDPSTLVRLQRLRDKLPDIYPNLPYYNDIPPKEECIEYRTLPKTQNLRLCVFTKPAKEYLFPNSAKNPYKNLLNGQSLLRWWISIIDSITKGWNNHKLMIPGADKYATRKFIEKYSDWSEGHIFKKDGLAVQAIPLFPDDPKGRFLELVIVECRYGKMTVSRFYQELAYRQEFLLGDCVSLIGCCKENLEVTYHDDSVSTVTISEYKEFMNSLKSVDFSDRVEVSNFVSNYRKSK
# V-ATPase pH = regulators of yeast V-ATPase proton pumping, primary screen, pHLuorin cytosolic pH fluorescence | S. cerevisiae | response, % at 10 µM | actives 0.37% (n = 350,000) | AID 504577, 2011; in the data active means response mostly above about 7.3%, no sharp cut-off; inactive means mostly below about 5.4%; further: actives read high; inactives centre near 0; some compounds called inactive have numbers as strong as hits; reference of the scale not given here
# Tat transport = E. coli Tat export inhibitors, primary screen, MC4100, TorA-mCherry reporter, fluorescence, single point; inhibition, % at 10 µM; actives 0.036% (n = 340,000);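 active means mean replicate inhibition at least 50% and at least half of replicates individually reaching 50%; inconclusive means only one of the two criteria met; inactive means neither criterion met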;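 further: exported cargo escapes ClpAP degradation while cytoplasmic cargo is degraded and loses fluorescence; 0% = median of neutral control wells and 100% = median of NaSCN control wells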
# CAL PDZ FP-2 = CAL PDZ peptide-binding inhibitors, primary screen, biochemical, fluorescence polarization, Cer-tagged CAL PDZ, HTS; purified CAL PDZ, TMR-peptide fluorescence polarization, 1 h; inhibition, % at 20 µM; actives 0.02% (n = 330,000); AID 504414, 2011;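 active means highest replicate inhibition of at least 40%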;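 further: plate controls were DMSO neutral control wells for no effect and unlabeled competitor peptide control wells for full effect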
#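 material = purified tagged CAL PDZ domain construct (CerCALP) | compound dosing = 20 µM, one dose | times = 1 h at RT | measured by = fluorescence polarization from S- and P-plane intensities, G-factor corrected | read-out = inhibition from polarization loss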
# Active calls of the source: *; ? = inconclusive; · = not tested or not shown.
SMILES,MITF TRPM1 HTS,cardiac RTF act,Wnt act,CAL PDZ FP-1,CDK5 inh,dFosB activator,Rtt109 HAT inh,V-ATPase pH,Tat transport,CAL PDZ FP-2
O=C(O)c1ccc(C2SCC(=O)N2Cc2ccccc2)cc1 (configuration not stated),4,-4,·,-3,-0.6,7,-22,1,4,·
COc1ccc(CNC(=O)C(OC(C)=O)c2ccccn2)cc1 (configuration not stated),6,2,·,-3,-0.6,12,-4,2,-3,·
Cc1cc(OCC(=O)Nc2ccccc2C(N)=O)c2c(C)cc(=O)oc2c1,15,8,1,0,0.2,-5,-1,2,-4,-0.4
CC(C)n1nc(C(=O)Nc2cccc(S(=O)(=O)NCc3ccco3)c2)c2ccccc2c1=O,0,0,-1,-3,-0.6,-2,9,1,-2,-1.5
O=C(NCc1cccnc1)/C(=C/c1ccc(-c2cccc(Cl)c2)o1)S(=O)(=O)c1ccccc1,22,-2,·,-3,0.8,-3,-2,-1,-7,·
S=C(Nc1cccc(Cl)c1)N1CCOCC1,-9,-9,-1,·,-0.2,-4,-21,5,7,-1.9
Cc1cc2nc(CN(C)Cc3c(C(=O)N(C)C)nc4ccc(Cl)cn34)[nH]c2cc1C,0,5,-2,-3,-2.0,-6,7,-2,-5,-0.2
COc1ccc(C(=O)/C=C/c2ccccc2)c(O)c1,·,1,0,-4,-1.5,-9,-5,-2,4,0.0
N#Cc1c(C(F)(F)F)cc(-c2cccs2)nc1SCc1cccnc1,-13,-3,-7,-2,2.0,-4,-3,7.7*,0,-0.9
Cc1ccc(S(=O)(=O)NC23CC4CC(CC(C4)C2)C3)cc1,5,-6,1,·,-0.5,-14,8,-3,1,-1.3
COc1ccc(N(Cc2ccccc2)S(=O)(=O)c2cccc(C(=O)NCC3CCCO3)c2)cc1 (configuration not stated),-6,2,-1,-7,-2.2,-14,19,4,1,-2.0
COc1cccc(/C=C/C(=O)NNC(=O)c2cc(C)oc2C)c1,16,2,-4,-3,-0.9,-2,-7,-1,3,-1.2
Cc1c(NC(=S)N/C(=N/S(=O)(=O)c2ccccc2)c2ccccc2)c(=O)n(-c2ccccc2)n1C,8,3,-1,-3,1.9,-7,-5,-5,1,-2.3
O=C(Nc1ccc(F)cc1)Nc1ccccc1N1CCCCC1,-6,4,3,0,-2.2,-2,11,0,-1,0.4
COc1ccc(C(=O)NCCCNC(=O)c2ccccn2)cc1,-6,-1,0,-1,1.0,-1,-6,-1,-1,-0.8

# Reprinted from the part before: 2 compounds; new compounds follow.
SMILES,MITF TRPM1 HTS,cardiac RTF act,Wnt act,CAL PDZ FP-1,CDK5 inh,dFosB activator,Rtt109 HAT inh,V-ATPase pH,Tat transport,CAL PDZ FP-2
O=C(Nc1ccc(F)cc1)Nc1ccccc1N1CCCCC1,-6,4,3,0,-2.2,-2,11,0,-1,0.4
COc1ccc(C(=O)NCCCNC(=O)c2ccccn2)cc1,-6,-1,0,-1,1.0,-1,-6,-1,-1,-0.8
O=C(CC(c1ccccc1)c1ccco1)N1CCCCC1 (configuration not stated),5,1,·,4,-0.9,4,-14,2,-4,0.3
CNC(=S)Nc1cccc([N+](=O)[O-])c1,15,8,10,2,-0.7,-8,-3,-1,3,0.2
COC(=O)C(CC(=O)c1ccc(Cl)cc1)c1ccc(C(C)C)cc1 (configuration not stated),31,-1,·,-3,0.4,2,10,-1,6,0.2
Brc1c(-c2ccccc2)nc2n1Cc1ccccc1-2,·,-7,-2,-4,0.0,-5,4,0,5,-3.1
CC(=O)NC1=NC(=O)/C(=C/c2cc(C)n(-c3ccc(NC(C)=O)cc3)c2C)S1,28,7,1,-3,0.8,-10,4,-1,2,-1.0
COc1ccc(C)cc1NC(=O)C1CCN(S(=O)(=O)c2cccc3nonc23)CC1,-4,-1,-3,1,3.1,-1,5,1,-7,-2.1
CCCOc1cccc(C(=O)Nc2cc(NC(=O)c3ccco3)ccc2OC)c1,3,-1,·,-3,2.5,-13,19,7,-1,-1.6
O=C(Nc1ccccc1)C1=C[C@@H](C2CC2)C[C@@H](OCc2ccc(CO)cc2)O1,5,-2,?,-2,-0.1,5,2,-3,-11,0.1
O=C(CCN1C(=O)c2ccccc2C1=O)N1CCOCC1,5,4,-3,5,0.3,-2,1,3,6,-1.7
CN(C)CC[C@@H](c1ccc(Br)cc1)c1ccccn1,9,6,2,-15,1.4,-7,0,16,0,-5.8
O=C(NC1CCCCCC1)c1ccc(N2CCCC2=O)cc1,55,2,·,-2,2.2,-1,-8,-1,-2,-0.3
C[C@H](CO)N1C[C@H](C)[C@@H](CN(C)C(=O)Nc2ccc3c(c2)OCO3)Oc2c(NC(=O)Cc3ccccc3)cccc2C1=O,4,-1,-1,-2,4.0,1,-8,2,-10,0.2
O=C(O)c1cc(-c2ccc(Cl)cc2)n(-c2cccc(Cl)c2)n1,-7,8,1,·,-1.7,-2,-3,2,-2,-1.2
COc1ccc(CCn2c(C(C)C)nc3oc4ccccc4c(=O)c3c2=O)cc1,1,2,0,0,0.0,-17,-2,-2,2,-2.5
CCOC(=O)CSc1nnc(-c2c[nH]c3ccccc23)o1,-2,-1,-1,-4,-0.8,-1,3,0,0,-0.7
O=C(C1CCN(S(=O)(=O)N2CCC3(CC2)OCCO3)CC1)N1CCOCC1,6,5,·,-4,0.6,3,-8,1,8,0.1
CN(CC(=O)N1CCOCC1)C(=O)CSc1nc2ccccc2s1,-6,4,-25,0,-0.3,3,2,-1,-3,-2.2
CC1Cc2cccc3ccc(=O)n(c23)C1 (configuration not stated),-4,-10,-4,15,1.5,-5,-4,5,3,-1.3
Oc1ccc2ccccc2c1CN1CCOCC1,-6,-1,1,0,2.1,-4,6,0,2,-0.1
O=C1C2C3C=CC(C3)C2C(=O)N1c1ccccc1OS(=O)(=O)c1ccccc1 (configuration not stated),6,-3,-2,-2,0.7,-1,-12,2,-8,-0.7
CC(C)c1cc(-c2n[nH]c(=S)n2Cc2ccccc2)cs1,-4,-4,·,-3,1.1,-5,-8,1,-2,0.4
COc1ccc(Cl)cc1N1C(=NC(=O)C2CCCCC2)SC2CS(=O)(=O)CC21 (configuration not stated),1,-6,1,-2,0.1,-11,-7,0,-7,-0.5
CCc1ccc(CCC(=O)Nc2ccccc2C(=O)O)o1,37,-2,·,·,-2.7,-5,-9,-2,2,-1.2
COc1ccccc1C1CC(=O)Oc2c(C(C)C)ccc(C)c21 (configuration not stated),-5,-4,-1,-5,3.0,-6,6,0,17,-1.0
Cc1cccc(NS(=O)(=O)c2ccc(NC(=O)CN(c3cc([N+](=O)[O-])ccc3C)S(C)(=O)=O)cc2)c1,-7,-12,-19,-2,-0.6,-9,·,-10,9,-0.2
Cc1cc(F)ccc1S(=O)(=O)Nc1ccc(O)c(Sc2ncn[nH]2)c1,-12,-5,-2,-2,0.2,1,-1,2,-5,-2.3
O=S(=O)(c1ccccc1)N1N=C(c2cccs2)CC1c1ccc(F)cc1 (configuration not stated),-20,-4,-2,-7,2.2,-4,1,-1,0,-1.6
CCOc1ccc(C(=O)CCC(=O)N2CCN(c3ccccc3O)CC2)cc1,-3,-4,-4,-2,0.3,-2,-3,1,10,-0.6
c1ccc(N(c2ccccc2)c2nc(-n3ccnc3)nc(-n3ccnc3)n2)cc1,6,11,·,1,-1.1,-10,5,1,-2,-6.4
COc1ccc(NC(=O)Cn2cnc3sc(C)c(S(=O)(=O)N4CCOCC4)c3c2=O)cc1Cl,2,-4,-1,-4,-0.1,-9,-3,-2,-5,-2.3
CC(Sc1n[nH]c(-c2ccccc2)n1)C(=O)c1c(N)n(C)c(=O)n(C)c1=O (configuration not stated),15,-7,15,-2,-1.9,-2,23,2,0,-2.9
COc1ccc(O)c(/C=C(\C#N)C(=O)Nc2cccnc2)c1,26,0,12,1,0.3,-17,-20,-2,1,-0.9
CN(Cc1ccc(Cl)cc1)C(=O)CNC(=O)C12CC3CC(CC(C3)C1)C2,-3,-2,-1,·,-3.0,-7,2,1,-7,0.7
CCCCC(c1nnnn1CS(=O)(=O)c1ccc(C)cc1)N1CCC(C(N)=O)CC1 (configuration not stated),0,-6,-4,0,-0.8,-1,-12,-3,5,-2.7
O=C(N/N=C/c1c(O)n(Cc2ccco2)c(=O)[nH]c1=O)c1ccccc1,·,6,4,·,-4.8,-6,-2,6,0,-0.6
COCCCNC(=O)c1c(F)c(F)c(F)c(F)c1F,0,1,0,1,0.0,9,4,-2,0,·
CCOC(=O)c1c(NC(=O)/C=C\C(=O)O)sc(C)c1-c1ccccc1,-3,-3,0,0,0.1,0,7,-1,-3,-0.2
O=C(Nc1ccc(Cl)cc1)Nc1ccccc1NS(=O)(=O)c1cccs1,6,-3,-2,-3,-3.3,-3,-4,1,7,-2.6
CCC1CCCCN1C(=O)c1ccc2nc(Cc3ccc(OC)cc3)oc2c1 (configuration not stated),?,-5,-1,2,0.3,-11,3,-2,-2,0.6
Cc1ccc(NC(=O)C(C)c2ccc([N+](=O)[O-])cc2)cc1Cl (configuration not stated),-4,-5,0,-3,0.8,-3,0,-1,1,-1.1
N/C(=N\OC(=O)c1ccco1)c1ccc(Cl)cc1,56,0,65*,-4,2.3,0,-3,-2,6,-2.1
Oc1ccc2ccccc2c1CNc1cnc2ccccc2c1,-4,8,1,-3,-0.2,-9,4,4,-5,-0.5
Cc1cc(NC(=O)CS(=O)(=O)c2cn(Cc3ccc(F)cc3)c3ccccc23)no1,-2,5,-1,-1,0.4,-7,15,7,6,-0.2
O=C(c1cccc(S(=O)(=O)N2CCCCCC2)c1)N1CCN(Cc2ccccc2)CC1,5,3,-4,-6,1.1,-8,-1,0,12,-1.4
CC1=CC(C)(C)N(C(=O)Nc2ccccc2)c2ccccc21,16,11,0,0,-4.7,-11,0,1,-6,-2.7
COc1ccc(NC(=O)COC(=O)Cc2cccs2)cc1OC,3,7,2,7,1.3,1,5,7,11,-1.5
COCCCNC(=O)c1c[nH]c2ccc(S(=O)(=O)N(C)c3ccccc3C)cc2c1=O,-7,-9,0,5,0.2,-25,0,-2,-3,-4.0
O=C1/C(=C\c2ccco2)NC(=S)N1c1ccccc1,33,12,2,0,-2.1,-9,34,-3,-1,-2.2
